Screens (PubChem BioAssay)
a7 integrin act = activates integrin-mediated alleviation for muscular dystrophy | 350,000 compounds, 0.064% hits | Potency, µM (series often up to 38.3 µM), without a hit: at the top dose activation, usual class: activators | alpha7betagal myoblasts, beta-gal FDG fluorescence, 48 h;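 note: potency is the fitted concentration of half-maximal effect; 100% = response of the positive control SU9516; nearly all actives have a fitted effect of over 60% in size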
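Alpha7betagal+/- myoblasts (passage 13) were plated 16-24 hr, then exposed to compounds (1:260 dilution of DMSO stock) for 48 hours at 37C. After MPER lysis, β-galactosidase reporter activity was read as FDG fluorescence (ex 480/em 540) after 30 minutes.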
Mito fusion act = mitochondrial division inhibition or fusion activation. S. cerevisiae fusion-defective mutant growth rescue, CellTiterGlo 48 h. Potency, µM (series often up to 46.1 µM), for inactives: top-dose growth rescue (activation), actives largely listed as activators. 320,000 compounds, 0.23% hits;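 note: potency is the fitted concentration of half-maximal effect; % of control where 0% means no effect; nearly all actives have a fitted effect of over 45% in size; temperature-sensitive fusion mutants such as fzo1-1 at 37 °C on non-fermentable ethanol glycerol medium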
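Temperature-sensitive fusion-defective S. cerevisiae (e.g. fzo1-1, mgm1-5) were grown with compound in YPEG medium (3% ethanol, 3% glycerol) for 48 hours at 37C. Growth rescue was measured as viability by CellTiterGlo luminescence after 10 minutes at ambient.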
Eya2 inh = Eya2 (human) phosphatase inhibition. O00167. recombinant Eya2, OMFP fluorescence dephosphorylation (OMFP is methylfluorescein phosphate). Potency, µM (series often up to 76.9 µM), for the others: at the top dose activity, negative = inhibition, actives largely listed as inhibitors. 330,000 compounds, 0.006% hits; note: potency is the fitted concentration of half-maximal effect; % is set by controls: 0 for no effect and ±100 for the full control effect
Target sequence (O00167 whole entry, looked up): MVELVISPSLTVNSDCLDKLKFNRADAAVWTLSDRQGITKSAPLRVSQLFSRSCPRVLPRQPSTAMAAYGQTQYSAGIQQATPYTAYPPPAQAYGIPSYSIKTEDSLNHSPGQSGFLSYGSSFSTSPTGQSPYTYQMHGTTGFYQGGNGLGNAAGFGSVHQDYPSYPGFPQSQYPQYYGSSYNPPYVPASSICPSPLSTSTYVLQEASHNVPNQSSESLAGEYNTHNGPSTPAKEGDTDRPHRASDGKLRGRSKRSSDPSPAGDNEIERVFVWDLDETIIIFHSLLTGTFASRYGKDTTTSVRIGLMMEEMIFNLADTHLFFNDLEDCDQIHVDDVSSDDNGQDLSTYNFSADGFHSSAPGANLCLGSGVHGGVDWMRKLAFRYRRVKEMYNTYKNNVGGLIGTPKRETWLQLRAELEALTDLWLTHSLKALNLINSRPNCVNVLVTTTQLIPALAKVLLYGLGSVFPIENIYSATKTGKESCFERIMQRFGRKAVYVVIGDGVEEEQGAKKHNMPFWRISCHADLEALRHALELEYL
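Eya2 protein (added as 0.2 uM solution) was preincubated with compound for 10 min at ambient temperature in 50 mM HEPES pH 7.5, 50 mM NaCl, 5 uM MgCl2, 0.05% BSA, 1 mM DTT. OMFP (added at 50 uM) then reacted 10 min; fluorescence read at 485/525 nm.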
Tb PFK inh = inhibitors of T. brucei phosphofructokinase; Potency, µM (series often up to 57.5 µM), for the others: at the highest dose activity, negative = inhibition, hits mostly inhibitors; T. brucei PFK, ADP-Glo luminescence; 330,000 compounds, 0.17% hits; AID 485367;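 note: potency is the fitted concentration of half-maximal effect; 0% = uninhibited 1x PFK enzyme wells and -100% = no-enzyme wells; nearly all actives have a fitted effect of over 60% in size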
Target sequence (O15648 whole entry, looked up): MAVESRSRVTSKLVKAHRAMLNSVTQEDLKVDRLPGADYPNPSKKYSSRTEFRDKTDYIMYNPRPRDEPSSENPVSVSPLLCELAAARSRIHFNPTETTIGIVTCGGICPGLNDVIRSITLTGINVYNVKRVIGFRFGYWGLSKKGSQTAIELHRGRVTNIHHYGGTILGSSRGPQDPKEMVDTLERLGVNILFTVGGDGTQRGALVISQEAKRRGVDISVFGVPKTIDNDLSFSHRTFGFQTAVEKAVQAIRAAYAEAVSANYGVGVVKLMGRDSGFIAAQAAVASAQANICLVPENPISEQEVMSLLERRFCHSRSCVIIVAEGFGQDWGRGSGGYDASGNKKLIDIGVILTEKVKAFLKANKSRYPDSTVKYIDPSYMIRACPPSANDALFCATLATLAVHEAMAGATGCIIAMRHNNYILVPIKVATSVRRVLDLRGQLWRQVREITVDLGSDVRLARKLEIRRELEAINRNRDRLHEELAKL
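ADP-Glo luminescence quantified ADP after 45 min at room temperature, with 1.25 nM T. brucei PFK, 0.1 mM ATP and 0.5 mM fructose-6-phosphate in pH 8.0 TEA buffer. qHTS titrations up to 57 µM; curves classified by quality.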
TCR act = activates T cell receptor signaling; Potency, µM (highest dose often 9.22 µM), for the others: at the top dose activation of IL-2 secretion, actives largely listed as activators; primary human leukocytes, anti-CD3, IL-2 HTRF, 48 h; AID 504894; 330,000 tested, under 10 active; note: % of control where 0% means no effect
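HTRF read-out of IL-2 secretion: europium cryptate donor excited at 320nm, d2 acceptor emission at 665nm. Cells were primary human leukocytes incubated 48 hr with compounds and a-CD3 beads, supplying TCR signal only.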
S-ASM inh = human S-ASM enzyme inhibition. P17405. placental ASM, HMU-PC fluorogenic substrate, 60 min. Potency, µM (doses to about 57.5 µM), inactives show top-dose activity change, negative = inhibition, actives largely listed as inhibitors. 340,000 compounds, 0.006% hits. AID 504937; note: potency is the fitted concentration of half-maximal effect
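Fluorescence read-out (Ex 386 nm, Em 447 nm) after stopping the reaction at pH 10. Enzyme: ASM from human placenta; substrate HMU-PC0, 9 uM final; 60 min, 37 °C. Compound preincubation 10 min, ambient temperature.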
TSHR antag = human thyrotropin receptor antagonism; P16473; activity change, negative = inhibition, % at 11.5 µM; AID 504810; TSHR-expressing cells, TSH-stimulated cAMP HTRF, 2 h; active compounds read low; 330,000 compounds, 0.2% hits;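 active = activity change below a set negative limit, meaning inhibition stronger than a set level, cut at about -70% in these data; inconclusive = activity change between two set negative limits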; note: % is set by controls: 0 for no effect and ±100 for the full control effect
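Read-out is FRET at 665 nm (cryptate excitation 337 nm) from a cryptate-tagged anti-cAMP antibody, competed by cell cAMP against cAMP-d2. Compounds are tested on freshly harvested TSHR cells challenged with 4nM TSH (EC80) for 2 hours at 37 deg C.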
Chronic BCR inh = inhibitors of chronic active B-cell receptor signaling. ABC-DLBCL IkBa-CBG/CBR reporter, luminescence ratio, 4 h. Potency, µM (doses to about 46.1 µM), inactives show top-dose ratio change, negative = lower green/red ratio, usual class: inhibitors. 340,000 compounds, 0.05% hits; active = well fitted inhibition curve with a large enough effect in the signal ratio, with a control signal flat, not every such curve was filed as active; inconclusive = small, poorly fitted or top-dose-only effect, or effect the other way, or a change in a side signal; the % refers to the signal ratio;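 note: potency is the fitted concentration of half-maximal effect; plate controls were basal doxycycline-induced cells for no effect and cells given 10 µM MG132 for full effect; MG132 reads +100%, hits lower the ratio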
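Concentration-response series (up to 46 uM) were applied to TMD8 dual-reporter cells for 4 h at 37C with doxycycline. Green/red ratio, after filter-overlap correction, defined %Activity; red signal alone was normalised to basal cells and zero luminescence.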
PTAP TSG101 blk = blocks PTAP/TSG101 interaction to inhibit HIV-1 budding | Fluorescence polarization, FITC-PTAP peptide / Tsg101 binding | Potency, µM (doses to about 115 µM), for inactives: at the highest dose activity change, negative = inhibition, actives largely listed as inhibitors | 340,000 tested, under 10 active; active = well fitted inhibition curve with a large enough effect in the main read-out, with a control signal flat, not every such curve was filed as active; inconclusive = small, poorly fitted or top-dose-only effect, or effect the other way, or a change in a side signal; inactive = no such curve, though single readings can be large or run the other way; note: potency is the fitted concentration of half-maximal effect; % of control where 0% means no effect
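FP read-out: FITC-PTAP peptide, 50 nM final, binding Tsg101 binding domain, 10 uM final; 20 min, r.t.; 10 mM HEPES pH 7.5, 0.15 M NaCl, 0.01% Tween 20, 3 mM EDTA, 0.1 mM TCEP.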
A-T KAP1 phos = potential ataxia-telangiectasia treatments restoring KAP-1 phosphorylation. Potency, µM (highest dose often 57.5 µM), without a hit: at the top dose activation, actives largely listed as activators. AID 485349. […] A-T fibroblasts, KAP-1 phosphorylation AlphaLISA; neocarzinostatin DNA damage 30 min before lysis. 320,000 compounds, 0.19% hits; note: potency is the fitted concentration of half-maximal effect; % of control where 0% means no effect; nearly all actives have a fitted effect of over 45% in size
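hTERT-immortalized A-T patient fibroblasts ([…]), 500 cells/well in OPTI-MEM, 1% FBS, got compounds for 60 min, then NCS for 30 min at 37C. Lysates were then assayed for phospho-KAP-1 by AlphaLISA (anti-pKAP1 donor, anti-KAP1 acceptor beads), 6 hr at 25C.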
ELG1 repair inh = ELG1-dependent DNA repair inhibition; HEK293T ELG1-luciferase reporter, luminescence, 16 h; DNA damage induced by 5-fluorouridine; Potency, µM (doses to about 46.1 µM), for the others: at the highest dose activity change, negative = inhibition, actives largely listed as inhibitors; 330,000 compounds, 2.3% hits; AID 504467; note: potency is the fitted concentration of half-maximal effect; % is set by controls: 0 for no effect and ±100 for the full control effect; nearly all actives have a fitted effect of over 55% in size
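DMSO vehicle served as the neutral condition. Each well held 2,000 cells given 5-fluorouridine plus compound; after 16 hr at 37 °C/5% CO2, ONE-Glo was added and luciferase measured 30 min later.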
Numbers without * were called inactive; ? = inconclusive; . = no result given; [ ] = dose if it differs, or a comment. Unless noted, calls come from the whole dose curve; as a rule, active = well fitted curve in the direction sought with a large enough effect; inconclusive = small, poorly fitted or top-dose-only effect, or another doubt; inactive = no such curve, though single readings can be large; an effect the other way counts as inactive or inconclusive.

SMILES	a7 integrin act	Mito fusion act	Eya2 inh	Tb PFK inh	TCR act	S-ASM inh	TSHR antag	Chronic BCR inh	PTAP TSG101 blk	A-T KAP1 phos	ELG1 repair inh
CC(C)c1ccccc1OCCNC(=O)c1cncc(Br)c1	-13%	4%	-24%	5%	10%	-2%	-5	-10%	1%	-3%	?
C=C(C)c1cccc(C(C)(C)NC(=O)NCc2ccc(OC)c(OC)c2)c1	-33%[7.66 µM]	-1%	0%	-5%	.	-3%	5	?	-1%	-1%	-18%
CC1CCN(C(=O)CN(Cc2ccc(F)cc2)S(C)(=O)=O)CC1	19%	2%	1%	1%	-3%	3%	2	7%	-7%	-7%	-1%
CSCCC(NC(=O)CCNC(=O)c1ccccc1Cl)c1nc2ccccc2[nH]1 (stereo not drawn)	16%	-2%	6%	-6%	-3%	4%	4	1%	-3%	-2%	9%
Cc1ccc(NC(=O)c2sc3nc(N4CCOCC4)c4c(c3c2N)CC(C)(C)OC4)cc1	-21%	-23%	-3%	-1%	-2%	.	-27	-8%	-1%	8%	?
O=C(Nc1nc2ccccc2[nH]1)C1CCN(S(=O)(=O)c2cccs2)CC1	12%	-2%	-34%	-2%	1%	-1%	-1	?	-3%	2%	-23%
O=C(NC1CCCCC1)c1sc(N2CCOCC2)nc1-c1ccccc1	0%	-2%	-17%	-4%	-7%[46.1 µM]	4%	97	-5%	-1%	-7%	5%
O=C(c1cc(-c2ccncc2)nc2c(Cl)cccc12)N1CCN(c2ccccc2F)CC1	.	2%	3%	0%	.	.	0	-3%	.	7%	8%
CC[C@@]1(C(=O)OC)N[C@H](CN(C)C(=O)Nc2ccc(F)cc2)[C@@H]2C(=O)N(Cc3ccccc3)C(=O)[C@@H]21	0%	.	-3%	0%	0%	1%	-10	0%	-10%	5%	-7%
COc1ccc(OCCNC(=O)/C=C/c2ccccc2)cc1	-15%	-4%	-5%	-9%	6%	-3%	-6	?	-1%	2%	-8%
O=C(O)CCC(=O)N1N=C(c2cccs2)CC1c1cn(-c2ccccc2)nc1-c1ccccc1 (stereo not drawn)	23%	3%	-5%	2%	-77%	-7%	-11	?	-5%	.	?
CC1CCN(C(=O)C2COc3ccccc3O2)CC1 (stereo not drawn)	16%	1%	-2%	-4%	3%	1%	8	2%	-5%	-6%	?
COC(=O)c1ccc(NC(=O)CN2C(=O)NC3(CCC(C)CC3)C2=O)cc1 (stereo not drawn)	3%	.	12%	9%	9%	-2%	.	1%	0%	6%	2%
CC1CCN(C(=O)c2ccc3c(=O)n4c(nc3c2)CCCCC4)CC1	31%	-1%	0%	5%	-4%	6%	8	4%	-4%	-8%	25%
Cc1cccc2cc(COC(=O)c3ccco3)c(=O)[nH]c12	-21%	-4%	1%	0%	-2%	-1%	7	3%	-7%	5%	7%
COc1ccc(OC)c(-c2nnc(SCC(=O)N3CCCC3)o2)c1	-11%	4%	7%	2%	4%	0%	8	-3%	-2%	2%	7%
O=Cc1ccc(OCC(=O)N2CCOCC2)cc1	5%	-10%	4%	1%	-2%	-1%	-14	-3%	-1%	1%	11%
CCCCCCSc1ccc([C@H]2N[C@@](Cc3ccccc3)(C(=O)OC)[C@H]3C(=O)N(C)C(=O)[C@@H]23)cc1OC	-6%	-7%	-2%	8%	2%	0%	-1	?	-1%	4%	?
O=C1c2ccccc2C(O)(Cc2ccccc2)N1CCCN1CCOCC1 (stereo not drawn)	2%	-4%	-35%	?	5%	4%	3	0%	-6%	8%	4%
O=C(COC(=O)C1c2ccccc2Oc2ccccc21)NC1CCS(=O)(=O)C1 (stereo not drawn)	-12%	-1%	-1%	-3%	.	5%	-2	0%	-3%	-10%	0%

Five records drawn at random from those above:
SMILES	a7 integrin act	Mito fusion act	Eya2 inh	Tb PFK inh	TCR act	S-ASM inh	TSHR antag	Chronic BCR inh	PTAP TSG101 blk	A-T KAP1 phos	ELG1 repair inh
COc1ccc(OCCNC(=O)/C=C/c2ccccc2)cc1	-15%	-4%	-5%	-9%	6%	-3%	-6	?	-1%	2%	-8%
O=C(c1cc(-c2ccncc2)nc2c(Cl)cccc12)N1CCN(c2ccccc2F)CC1	.	2%	3%	0%	.	.	0	-3%	.	7%	8%
O=C1c2ccccc2C(O)(Cc2ccccc2)N1CCCN1CCOCC1 (stereo not drawn)	2%	-4%	-35%	?	5%	4%	3	0%	-6%	8%	4%
O=C(COC(=O)C1c2ccccc2Oc2ccccc21)NC1CCS(=O)(=O)C1 (stereo not drawn)	-12%	-1%	-1%	-3%	.	5%	-2	0%	-3%	-10%	0%
C=C(C)c1cccc(C(C)(C)NC(=O)NCc2ccc(OC)c(OC)c2)c1	-33%[7.66 µM]	-1%	0%	-5%	.	-3%	5	?	-1%	-1%	-18%

Later entries
SMILES	a7 integrin act	Mito fusion act	Eya2 inh	Tb PFK inh	TCR act	S-ASM inh	TSHR antag	Chronic BCR inh	PTAP TSG101 blk	A-T KAP1 phos	ELG1 repair inh
CC(NC(=O)Nc1nnc(C(F)(F)F)s1)N1C(=O)C2C3C=CC(C3)C2C1=O (stereo not drawn)	41%	-4%	1%	-6%	2%[46.1 µM]	2%	-11	2%	-1%	.	16%
COc1ccccc1C(=O)NC1CCN(C(=O)Nc2ccc(F)cc2)CC1	8%	12%	-8%	-22%	-1%	4%	6	-6%	-6%	4%	-1%
COC(=O)C1CCN(S(=O)(=O)CCNC(=O)c2ccc(F)cc2)CC1	19%	-2%	3%	-3%	9%	8%	21	-1%	2%	8%	-5%
O=C(Nc1cccc([N+](=O)[O-])c1)N1CCCc2ccccc21	5%	0%	-25%	-17%	1%	-1%	7	?	-3%	?	?
Cc1cccc(Cc2cnc(N3C(=N)SC(C)C3=O)s2)c1 (stereo not drawn)	-68%[inhibitor]	20%	5%	-10%	3%	-1%	-9	?	1%	6%	?
COCC(=O)Nc1ccc(N2CCN(c3ccccc3)CC2)c(F)c1	-2%	4%	12%	11%	4%	3%	-12	-1%	-1%	11%	-3%
Cc1cccc(-c2nc(Nc3ccc(N4CCOCC4)cc3)c3ccccc3n2)c1	-27%	?	-3%	-6%	-1%[46.1 µM]	?	20	?	-1%	-1%	23µM*
CCOc1ccc(C2=Nn3c(CC)nnc3SC2)cc1	-26%	-8%	-23%	-8%	-1%	11%	-1	-2%	-8%	-3%	?
Cc1sc2nc(C3CC3)nc(SCC(=O)N3CCc4ccccc4C3)c2c1C	-22%	13µM*	0%	-8%	0%	-6%	4	?	-5%	6%	?
O=C(NC1CCCCC1)C(c1ccncc1)N(Cc1ccc(F)cc1)C(=O)c1ccccn1 (stereo not drawn)	?	3%	10%	0%	.	-2%	4	0%	-2%	8%	0%
CC(=O)Nc1cccc(S(=O)(=O)N2CCCCCC2)c1	-2%	1%	-30%	-11%	-1%	3%	-5	-9%	-6%	-8%	15%
Clc1ccc(/C=C/c2ncc[nH]2)c(Cl)c1	-33%	-38%[inhibitor]	9%	-1%	-16%	12%	3	-1%	-6%	-4%	?
Cc1cc(C(=O)N2CCCC(N3CCN(c4cccc(Cl)c4)CC3)C2)nn1C (stereo not drawn)	-14%	2%	-5%	4%	1%	4%	?	7%	-6%	5%	-3%
O=C(CCc1nc2ccccc2c(=O)[nH]1)NCCN1C(=O)S/C(=C\c2ccccc2Cl)C1=O	-8%	-3%	15%	-2%	-6%	-5%	-7	7%	-2%	6%	-12%
O=[N+]([O-])c1cccc(S(=O)(=O)N/N=C/c2ccc(O)cc2)c1	-11%	7%	1%	-1%	2%	-4%	7	?	-1%	0%	7%
